# KDM5B inh – blocks human KDM5B histone demethylase activity; Q9UGL1; AID 1347165; KDM5B demethylase, FDH-coupled NADH fluorescence (FDH is formaldehyde dehydrogenase); hit rate 2.6% among 220,000; Potency, µM (doses to about 57.7 µM), without a hit: top-dose activity change, negative = inhibition, usual class: inhibitors; active means well fitted inhibition curve with a large enough effect; inconclusive means small, poorly fitted or top-dose-only effect; inactive means no such curve, though single readings can be large or run the other way; further: 0% is about no effect; nearly all actives have a fitted effect of over 70% in size
# Target sequence (Q9UGL1 whole entry, looked up): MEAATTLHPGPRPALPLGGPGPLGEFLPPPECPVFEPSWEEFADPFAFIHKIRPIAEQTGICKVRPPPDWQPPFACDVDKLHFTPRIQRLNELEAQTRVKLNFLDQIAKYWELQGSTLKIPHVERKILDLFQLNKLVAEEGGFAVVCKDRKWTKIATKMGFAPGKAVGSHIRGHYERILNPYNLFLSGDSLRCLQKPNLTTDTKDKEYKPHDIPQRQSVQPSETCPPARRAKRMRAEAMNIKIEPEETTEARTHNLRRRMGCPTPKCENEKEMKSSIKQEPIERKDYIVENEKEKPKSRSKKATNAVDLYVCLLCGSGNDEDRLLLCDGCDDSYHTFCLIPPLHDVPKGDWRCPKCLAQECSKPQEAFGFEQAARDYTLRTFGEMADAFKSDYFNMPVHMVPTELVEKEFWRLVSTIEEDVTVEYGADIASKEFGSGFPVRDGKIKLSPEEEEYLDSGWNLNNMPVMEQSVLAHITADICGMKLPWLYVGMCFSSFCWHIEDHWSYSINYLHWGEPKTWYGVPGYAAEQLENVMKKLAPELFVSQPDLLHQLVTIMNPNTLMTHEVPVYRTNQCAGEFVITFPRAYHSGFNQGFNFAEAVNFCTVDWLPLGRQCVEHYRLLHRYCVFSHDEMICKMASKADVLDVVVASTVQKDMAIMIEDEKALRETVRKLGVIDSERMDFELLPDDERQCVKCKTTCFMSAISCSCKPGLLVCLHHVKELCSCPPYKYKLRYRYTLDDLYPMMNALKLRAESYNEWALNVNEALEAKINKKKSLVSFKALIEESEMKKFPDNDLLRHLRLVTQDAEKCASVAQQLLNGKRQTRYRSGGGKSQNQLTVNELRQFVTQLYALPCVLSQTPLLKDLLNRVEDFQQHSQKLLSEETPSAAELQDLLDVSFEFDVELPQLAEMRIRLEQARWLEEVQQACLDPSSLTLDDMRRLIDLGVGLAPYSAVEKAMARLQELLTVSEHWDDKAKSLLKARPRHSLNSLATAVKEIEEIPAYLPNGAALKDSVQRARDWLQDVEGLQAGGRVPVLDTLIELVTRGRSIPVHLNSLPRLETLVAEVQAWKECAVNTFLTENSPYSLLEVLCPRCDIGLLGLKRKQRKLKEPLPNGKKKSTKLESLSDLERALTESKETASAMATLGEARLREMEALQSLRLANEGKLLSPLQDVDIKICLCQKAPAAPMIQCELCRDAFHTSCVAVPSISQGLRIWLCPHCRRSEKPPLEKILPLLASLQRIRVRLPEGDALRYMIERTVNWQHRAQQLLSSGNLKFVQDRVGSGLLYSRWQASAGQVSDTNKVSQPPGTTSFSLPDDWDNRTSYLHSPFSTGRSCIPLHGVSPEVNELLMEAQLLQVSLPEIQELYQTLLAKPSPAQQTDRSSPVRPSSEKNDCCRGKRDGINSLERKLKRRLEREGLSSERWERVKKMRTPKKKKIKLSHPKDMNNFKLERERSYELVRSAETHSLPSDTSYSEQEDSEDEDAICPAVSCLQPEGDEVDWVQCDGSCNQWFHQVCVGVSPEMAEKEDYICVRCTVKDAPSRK
#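 KDM5BΔAP (200 nM final) in 50 mM HEPES pH 7.5, 0.01% Tween-20 was preincubated 10 min at RT with compound over a concentration range. Substrate mix (H3K4me3 12.5 µM, α-KG 25 µM, Fe²⁺, ascorbate, NAD⁺, FDH) was added, and NADH fluorescence change over 30 min gave dose-response curves.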
# * marks the source's active call; other numbers are inactive results; ? = inconclusive; & = joins results of further samples; [ ] = remark or other dose. Potency means the concentration at half of the fitted maximal effect.
KDM5B inh	structure
-8%	O=C(c1ccc2[nH]ccc2c1)N1CCN(c2cc(-c3ccccc3)[nH]n2)CC1
18%	Cc1ccc(S(=O)(=O)N2CCN(C(=O)c3ccco3)CC2)c(C)c1
9%[86.2 µM]	Cc1nn2c(c1-c1ccccc1Oc1ccccc1)N(C(=O)c1cnccn1)CCC2
25µM*	O=C(NCCCc1ccccc1)C1(CCO)CCN(c2ncccn2)C1 (configuration not stated)
-12%	O=C(O)c1ccc(Nc2nc(-c3cc4ccccc4oc3=O)cs2)cc1
-13%	C=CCNC(=O)NC(=O)COC(=O)/C=C/C=C/C
19%	CCOc1cccc(N(C(=O)c2ccco2)C(C(=O)NC2CCCC2)c2cccnc2)c1 (configuration not stated)
-32%	Cc1ccc(C(=O)N2CCC3(CC2)NC(=O)N(c2cccc(F)c2)N3)cc1
-5%	C=CCNC(=S)NNC(N)=S
10%	O=C(Nc1cccc(-c2nnco2)c1)c1cccs1
1%	CCOc1ccccc1C(=O)N1CCN(C2CCN(C)C2=O)CC1 (configuration not stated)
17%	O=C(Cc1c(F)cccc1Cl)N1CCC(c2noc(COc3ccc(F)cc3)n2)CC1
?	CCCCCCCCCCCCCCCCN(C)C
-29%	Cc1ncoc1C(=O)N1CCC(N2CCCC(C(=O)N3CCCC3)C2)CC1 (configuration not stated)
4%	Cc1occc1C(=O)N1C[C@@H](COCC2CC2)[C@H](c2ccccn2)C1
-11%[86.2 µM]	CC(C)c1ccc(CC(=O)N2CCCc3ncc(C(=O)Nc4ccccn4)cc32)cc1
19%	O=C(CNC(=O)c1ccccc1F)Nc1ccccc1C(F)(F)F
-9%	COc1ccccc1CNC(=O)CS(=O)(=O)c1cccc2nsnc12
-2%	Cc1csc(NC(=O)NC2CC(=O)N(c3cccc(F)c3)C2)n1 (configuration not stated)
25µM*	COCC(=O)N[C@@H]1CN(Cc2ccncc2)C[C@H]1CN(C)C
13%	O=S(=O)(c1ccc(F)c(Cl)c1)N1CCC(n2cnnc2C2CC2)CC1
-14%[86.2 µM]	COc1ccccc1C(=O)Nc1ccc([C@@H](O)[C@H]2COCC(=O)N2CC(C)C)cc1
?	COc1ccc(CNC(=O)c2cnc(N3CCCC3)nc2C)c(OC)c1
-15%	Cc1cc(C)c(-c2cc(C(=O)Nc3ccccc3C(F)(F)F)[nH]n2)c(O)c1
-15%	COc1ccc(-c2noc([C@@H]3CCCN3C(=O)c3ccc(OC)c(F)c3)n2)cc1

# 4 structures from above, ordered by heavy-atom count, low to high.
KDM5B inh	structure
10%	O=C(Nc1cccc(-c2nnco2)c1)c1cccs1
-9%	COc1ccccc1CNC(=O)CS(=O)(=O)c1cccc2nsnc12
25µM*	O=C(NCCCc1ccccc1)C1(CCO)CCN(c2ncccn2)C1 (configuration not stated)
-8%	O=C(c1ccc2[nH]ccc2c1)N1CCN(c2cc(-c3ccccc3)[nH]n2)CC1

# Later entries.
KDM5B inh	structure
?	COc1ccc(Nc2cc(C(=O)NCCCN(C)c3ccccc3)c3ccccc3n2)c(OC)c1
2%	COCCCNC(=O)CN1C(=O)COc2ccc(S(=O)(=O)N3CCCC3)cc21
7%	COCCn1c(C)cnc1CC1CCCN(C(=O)c2ccccn2)C1 (configuration not stated)
-19%	CC(C)(C)NC(=O)NC(=O)CSc1nnc(-c2c[nH]c3ccccc23)o1
-29%	CC(C)[n+]1c(NCc2cc(Br)cc(Br)c2[O-])[nH]c2ccccc21
-3%	COc1ccc(S(=O)(=O)N2[C@@H]3CC[C@H]2CC(NC(=O)c2ccncc2)C3)cc1 (some centres not stated)
-27%	COc1ccc(NC(=O)N2CCc3nc(-c4cccc(F)c4)[nH]c3C2)cc1
-20%	Cn1cnc(S(=O)(=O)N2CCC(N3CC(OCC4CC4)C34CCOCC4)CC2)c1 (configuration not stated)
8%	O=C1CCC2(CCCO2)CCN1Cc1ccc(C(F)(F)F)c(F)c1 (configuration not stated)
12%	COc1ccc(Cn2c(=O)c3c(n4cnnc24)-c2ccccc2CC32CCCCC2)cc1
9%	CCn1nc(-c2ccc(C)c(S(=O)(=O)N3CCCCC3)c2)c2c(c1=O)CCCC2
44%[activator]	Cc1n[nH]c(C)c1C(N)C(=O)NCCc1cccc(C(F)(F)F)c1 (configuration not stated)
11%	CN(C)CCNCC1CCCO1 (configuration not stated)
-22%	CCc1cccc(NC(c2nnc(-c3ccccc3)o2)c2ccc(F)cc2Cl)c1 (configuration not stated)
-76%	COc1ccc(Cl)cc1NC(=O)CN(c1cccc(C)c1C)S(C)(=O)=O
-6%[115 µM]	Cn1ncc2c(C(=O)NC3CC3)cc(-c3cc(Cl)cc(Cl)c3)nc21
0%	Cc1ccc(NC(=O)C2CCN(C(=O)c3cnn(-c4ccccc4)c3-n3cccc3)CC2)cc1C
20%	Cc1cccc(NCc2ccccc2)c1
?	CCOc1ccc(Nc2ncnc3c2cnn3-c2ccc(F)cc2)cc1
18%	N#C/C(=C\c1ccc(-c2ccccc2Cl)o1)c1ccccc1
-6%	CC(C)[C@@H]1CN(C(=O)c2ncn[nH]2)C[C@H]1NS(=O)(=O)N(C)C
-5%	CCOC(=O)N1CCN(C(=O)c2cc(Cn3nc(C)cc3C)[nH]n2)CC1
6%	CCNc1nc(NC(C)(C)C)nc(Oc2ccc(=O)n(-c3ccccc3)n2)n1
-12%	CCNC(=O)c1cccc(NC(=O)c2cccc(OCc3c(C)noc3C)c2)c1
-5%	Cc1cccc(OC(C)C(=O)Nc2nonc2-c2ccc(Br)cc2)c1C (configuration not stated)

KDM5B inh	structure
7%	CC1CCN(C(=O)C2CCN(C(=O)c3cc4ccccc4n3C)CC2)CC1
-32%	COc1cc(OC)c(NS(=O)(=O)c2c(C)nc3sc(C)cn3c2=O)cc1Cl
20%	CN(C)S(=O)(=O)N1CCC(F)(c2nc(-c3ccccc3)no2)CC1
-9%	Cc1ccc2c(CN3CCC4(CC3)OCCO4)cc(=O)oc2c1
?	Cc1cc(=O)n(CC(=O)Nc2ccc(Br)cc2)c(N(C)Cc2ccccc2)n1
-14%	CCN(CC)C(=S)SCC(=O)NC(=O)NC1CCCCC1
25%	CCN(CC(=O)NCc1ccc(Cl)cc1)C(=O)Cc1ccc(OC)cc1
-21%	Cc1nnc2n1CCC(N(C)C(=O)CCc1nc3ccccc3s1)CC2 (configuration not stated)
10%	O=C(c1ccncc1)N1CCC2(CC1)CC(N(C(=O)c1ccccc1)C1CC1)CCO2 (configuration not stated)
12%	O=C(Nc1ccccc1N1CCOCC1)c1csc2c1CCCC2
17%	COc1ccccc1-c1c(C(F)(F)F)oc2cc(OCC(N)=O)ccc2c1=O
?	CC1(C)CC(=O)c2cc(C#N)c(=O)n(-c3cccc(Cl)c3)c2C1
-22%[86.2 µM]	O=C1CO[C@H]2CCN(Cc3nccs3)CC[C@@H]2N1Cc1ccccc1
-23%	COc1ccc(C(=O)N2CCc3ccc(C(=O)NCc4ccccc4OC)cc32)cc1
-7%	CCCCCCOc1ccc(-c2nc3ccc(Br)cc3c(=O)o2)cc1
-22%	Cc1cccc(C(=O)Nc2cccc(-c3ccc(N4CCN(C)CC4)nn3)c2)c1
?	COc1ccc(-n2c(CCC(=O)O)ccc2-c2ccccc2)c(OC)c1
45%[activator]	O=C1CCCCN1CC(=O)N1CCCC(c2ccccc2)(c2ccccc2)C1
28µM*	Fc1ccc(Cc2nc3nccc(-c4cccs4)n3n2)cc1
?	COc1ccc(-c2nc(C3CC3)nc3c2CCN(Cc2cccnc2)CC3)cc1
18%	Cc1cccc(NC(=O)N[C@@H](CC(C)C)C(=O)O)c1
10%	CSc1ccc(CCNC(=O)CCc2nnc3ccc(NCc4ccc(Cl)cc4)nn23)cc1
-15%	Cn1c(/C=C/c2c[nH]c3ccccc23)nc2ccccc2c1=O
-24%[86.2 µM]	COCCN[C@H]1[C@@H]2OC[C@@H](O2)[C@@H](NCc2ccc3c(c2)OCO3)[C@@H]1O
24%[115 µM]	O=C(c1ccc(C(F)(F)F)cc1)N1CCCC2(C1)C(=NC1CCCC1)NC(=O)N2c1cccnc1 (configuration not stated)

# Next part (six carried over from the part before).
KDM5B inh	structure
?	COc1ccc(-c2nc(C3CC3)nc3c2CCN(Cc2cccnc2)CC3)cc1
18%	Cc1cccc(NC(=O)N[C@@H](CC(C)C)C(=O)O)c1
10%	CSc1ccc(CCNC(=O)CCc2nnc3ccc(NCc4ccc(Cl)cc4)nn23)cc1
-15%	Cn1c(/C=C/c2c[nH]c3ccccc23)nc2ccccc2c1=O
-24%[86.2 µM]	COCCN[C@H]1[C@@H]2OC[C@@H](O2)[C@@H](NCc2ccc3c(c2)OCO3)[C@@H]1O
24%[115 µM]	O=C(c1ccc(C(F)(F)F)cc1)N1CCCC2(C1)C(=NC1CCCC1)NC(=O)N2c1cccnc1 (configuration not stated)
14%	Fc1ccccc1OCc1nnc(-c2ccccc2)o1
?	COc1ccc(C2Cn3nnc(-c4noc(-c5sccc5C)n4)c3CO2)cc1 (configuration not stated)
11%&-24%	Cc1ccc(C(=O)Nc2cccc(O)c2)cc1S(=O)(=O)N1CCCCCC1
-6%[86.2 µM]	O=C(Nc1ccccc1)N[C@H]1CO[C@H]2[C@@H]1OC[C@H]2OC(=O)Nc1ccccc1
21%[115 µM]	O=C(c1ccc(C(F)(F)F)cc1)N1CCC2(C1)C(=NC1CCCCC1)NC(=O)N2c1cc(F)cc(F)c1 (configuration not stated)
1%	O=C(O)[C@@H]1CCCN1C(=O)CCc1c[nH]c2ccccc12
?	CC(=O)c1ccc(C(=O)N(CCCN(C)C)c2nc3c(C)c(C)ccc3s2)cc1
?	O=C(CCCn1c(=O)c2cccn2c2ccccc21)NCCc1ccc(Cl)cc1
-26%	CCCn1cnnc1CNC(=O)CC1C(=O)NCCN1Cc1ccoc1 (configuration not stated)
5%	CCCOc1cccc(C2c3c(oc4ccc(F)cc4c3=O)C(=O)N2c2nc(C)c(C(C)=O)s2)c1 (configuration not stated)
-33%	O=C(Sc1ccc(Cl)cc1)c1ccccc1F
31%[activator]	CCO[C@H]1CN(C(=O)c2cc(-c3ccc(OC)cc3)n[nH]2)C[C@@H]1O
-17%	CCn1cc(S(=O)(=O)N2C[C@@H](Oc3ccccc3)C[C@H]2C(=O)N2CCOCC2)cn1
2%	CC(C)CNC(=O)CN(c1ccc(Cl)c(C(F)(F)F)c1)S(C)(=O)=O
-19%	CCc1cccc(NC(=O)Cn2c(Nc3cc(C)cc(C)c3)nc(C)cc2=O)c1
0%	CC(=O)c1cc(CN2CCC(c3[nH]ncc3-c3ccccc3C)CC2)n(C)c1
-16%	CCc1ccnc(NC(=O)NS(=O)(=O)c2ccc(C)cc2)c1
-24%	Cn1c(=O)n(C/C=C/c2ccccc2)c(=O)c2c1nc1n2CCN1c1ccccc1
-55%	COc1ccc(NC(=O)CSc2nc3c(oc4ccccc43)c(=O)n2-c2ccc(C)c(C)c2)cc1
8%	Cc1ccc(-c2nc3c(c(SCc4ccc(Br)cc4)n2)Cc2c(CO)cnc(C)c2O3)cc1
16%	CCOC(=O)c1ccc(NC(=O)Cc2coc3cc(C)cc(C)c23)cc1
8%	O=C(c1ccco1)N1CC(c2nnc(-c3ccncc3)o2)C2(CCOCC2)C1 (configuration not stated)
?	CCOCCCNC(=O)Cn1ncc2c([nH]c3ccc(C)cc32)c1=O
1%	O=C(CSc1oc(-c2ccc(F)cc2)nc1S(=O)(=O)c1ccc(Br)cc1)NC1CCCCC1
-4%[115 µM]	O=C1NC(=NC2CCCC2)C2(CCN(Cc3ccsc3)C2)N1c1cc(F)cc(F)c1 (configuration not stated)

KDM5B inh	structure
?	CCc1ccc(NCc2cc3cc4c(cc3n(CC(=O)Nc3ccc(Cl)cc3)c2=O)OCO4)cc1
?	COCCN(Cc1cc2cc(C)ccc2[nH]c1=O)C(=O)c1cccnc1
-24%[86.2 µM]	COc1ccc(-c2noc([C@@H](C)NC(=O)c3ccc4c(c3)OCO4)c2C(=O)O)cc1
-29%	CC(C)(C)C1=CC(=Cc2cc(C(C)(C)C)c(O)c(C(C)(C)C)c2)C=C(C(C)(C)C)C1=O
-14%	O=C1CCC2(CCN(Cc3ccc4[nH]ccc4c3)CC2)CN1CCc1ccccc1
-7%[86.2 µM]	CC1(NC(=O)C2CC2)CN(c2ccc(OC(F)(F)F)cc2)C1
-8%	CCOc1ccccc1C(=O)N1CCC(N2C(=O)CCC2C(=O)NC(C)C)CC1 (configuration not stated)
-20%	O=C(O)CN(CCc1ccccc1)CC(=O)O
15%[86.2 µM]	Cc1ccccc1-c1nc(-c2c(C)noc2C)cc2cc(CO)oc12
0%	Nc1cc(-c2ccc(OC(F)(F)F)cc2)nn1-c1ccc(Cl)c(Cl)c1
?	COc1ncccc1-c1cc(-c2ccccc2)nc2c(C)noc12
-10%	CN(C)CCCN(C(=O)COc1ccccc1)c1nc2c(Cl)cccc2s1
32µM*	CN(C)C(=O)NC1CCN(c2nc3ncccc3o2)CC1
-10%	COc1ccc(-c2ccc(NS(=O)(=O)c3ccc(OC)c(OC)c3)cc2)nn1
22%	COC(=O)c1ccc(CS(=O)(=O)c2ccc(F)cc2)o1
-3%	Cc1oc2c(c(C)cc3oc(=O)c(CC(=O)NCc4ccccc4)c(C)c32)c1C
?	CC(C)Cc1cc(C(=O)N2CCC(n3cc(-c4ccccn4)nn3)CC2)on1
8%	CCOCc1nc(C2CCCN(C(=O)C3CCCCC3)C2)no1 (configuration not stated)
-7%	O=C1/C(=C/c2cccc3ccccc23)Cc2ccccc21
17%	CSc1ccc(C(C)NC(=O)Cc2cccc(F)c2)cc1 (configuration not stated)
5%	CCCCN(CC)CCCNC(=O)c1ccc(CS(=O)(=O)c2c(Cl)cccc2Cl)o1
-6%	CCOc1cccc(C(=O)NCc2nc(-c3cccs3)no2)c1
?	O=C(NCCc1ccc(F)cc1)C1CCCN1c1nc2ncccc2o1 (configuration not stated)
?	Cc1cccc(C)c1NS(=O)(=O)c1ccc(-c2cnc(C3CC3)o2)cc1

# Source: PubChem

# The list is partial; rates above refer to the full screens.
